TNAP inh no acc = human TNAP enzyme inhibitors, primary screen, biochemical, luminescent, no phosphate acceptor, uHTS. purified TNAP, CDP-star luminescence, 30 min. AID 1012, 2008. 200,000 tested, 0.26% active. Alkaline phosphatase, tissue-nonspecific isozyme (Homo sapiens), P05186. inhibition, % at 20 µM;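 active = tissue-nonspecific alkaline phosphatase inhibition above about 50% at 20 µM in the single-dose screen, limit read from the data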;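 also: 0% = DMSO negative control and 100% = EDTA positive control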
Target sequence (P05186 whole entry, looked up): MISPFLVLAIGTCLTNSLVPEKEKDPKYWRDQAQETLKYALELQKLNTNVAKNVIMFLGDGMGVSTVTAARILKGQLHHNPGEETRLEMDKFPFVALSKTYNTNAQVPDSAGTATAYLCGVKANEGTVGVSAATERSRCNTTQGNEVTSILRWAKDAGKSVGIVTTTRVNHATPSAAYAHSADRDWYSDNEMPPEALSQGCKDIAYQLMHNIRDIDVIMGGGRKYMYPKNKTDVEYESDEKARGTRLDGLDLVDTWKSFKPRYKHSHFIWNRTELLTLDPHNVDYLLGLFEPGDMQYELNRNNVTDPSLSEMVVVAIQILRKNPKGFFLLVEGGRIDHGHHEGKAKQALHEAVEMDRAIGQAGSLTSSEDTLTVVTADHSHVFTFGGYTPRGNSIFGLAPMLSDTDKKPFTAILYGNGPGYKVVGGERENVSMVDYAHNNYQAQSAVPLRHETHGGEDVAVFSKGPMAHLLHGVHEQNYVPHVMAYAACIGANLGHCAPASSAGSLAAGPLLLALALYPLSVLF
FLuc stim CS = FLuc activators, initial screening, artefact control for FLuc-dependent activation tests, biochemical, ATPlite luminescence; Luciferin 4-monooxygenase (Photinus pyralis), P08659; ATPlite luciferase biochemical, 10 min; 0 = ATP-free wells, 1 = DMSO control; activation factor at 10 µM; 200,000 tested, under 10 active; AID 1027, 2008;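 active = luciferase activation factor, scaled between plate controls, of at least 2 with compound at 10 µM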
Target sequence (P08659 whole entry, looked up): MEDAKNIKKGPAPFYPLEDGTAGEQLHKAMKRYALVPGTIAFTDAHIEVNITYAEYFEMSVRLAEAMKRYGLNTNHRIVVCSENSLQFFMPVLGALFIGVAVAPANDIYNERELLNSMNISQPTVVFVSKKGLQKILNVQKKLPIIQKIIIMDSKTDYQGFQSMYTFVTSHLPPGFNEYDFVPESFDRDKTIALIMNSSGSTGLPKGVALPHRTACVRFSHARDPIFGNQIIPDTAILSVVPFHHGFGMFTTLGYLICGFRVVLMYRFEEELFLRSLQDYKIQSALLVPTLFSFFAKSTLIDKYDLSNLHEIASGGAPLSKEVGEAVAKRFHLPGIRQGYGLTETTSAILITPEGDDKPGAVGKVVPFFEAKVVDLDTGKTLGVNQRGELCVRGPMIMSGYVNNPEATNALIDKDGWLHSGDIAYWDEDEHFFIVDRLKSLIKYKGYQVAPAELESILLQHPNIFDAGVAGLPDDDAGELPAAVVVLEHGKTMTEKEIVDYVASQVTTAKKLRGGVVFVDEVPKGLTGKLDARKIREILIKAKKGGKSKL
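System: Luciferase/luciferin detection reagent, cell-free biochemical luciferase assay | Medium: PBS buffer for ATP | Dosing: Test compounds dosed from 2 mM stocks in 100% DMSO | Timing: 10 min at ambient temperature | Signal: Luminescence measurement of luciferase light output | Evaluation: Luciferase activation, seen as luminescence increase over controls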
APP 5UTR inh = inhibitors of APP translation via 5'UTR reporter, primary screen, APP 5'UTR luciferase, SH-SY5Y cells | 190,000 tested, 0.82% active | SH-SY5Y APP 5'UTR-luciferase reporter, luminescence | inhibition, % at 2 µM;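 active = inhibition above a set limit, derived from the sample mean plus 3 SD, cut at about 45% in these data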; also: values of inactives mirror those of a sister screen read the other way
Lmaj promast = Leishmania major promastigote growth inhibition, primary screen; Leishmania major promastigotes, resazurin fluorescence viability; 200,000 tested, 9% active; AID 1063, 2008; inhibition, % at 10 µM; in the data active = inhibition above about 50%;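 also: promastigotes grown with compound for 44 hours at 28 °C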
RAM network inh = inhibitors of the yeast RAM network, primary screen, dse1pr::URA3 reporter, 5-FOA selection; 190,000 tested, 1.8% active; S. cerevisiae dse1pr::URA3 reporter, 5-FOA growth OD615, 2 d; analog-sensitive cbk1-as2 kinase mutant strain; inhibition, % at 50 µM;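 active = inhibition above a set limit, 3 SD over mean compound inhibition, cut at about 8.4% in these data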;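 also: 0% = DMSO-only wells with no growth and 100% = 10 µM 1-NA-PP1 full growth; inhibition rescues growth on 5-FOA so higher OD means more RAM inhibition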
TNAP inh hi DEA = human TNAP enzyme inhibitors, primary screen, biochemical, luminescent, high phosphate acceptor level, uHTS; inhibition, % at 20 µM; 200,000 tested, 0.03% active; Alkaline phosphatase, tissue-nonspecific isozyme (Homo sapiens), P05186; purified TNAP, CDP-star luminescence, 1 M DEA;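 active = over 50% inhibition of tissue-nonspecific alkaline phosphatase at 20 µM in the single-dose screen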;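 also: plate controls were DMSO wells for no effect and EDTA-quenched wells as full inhibition for full effect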
TNAP act hi DEA = TNAP activators at high phosphate acceptor level, primary screen, biochemical, luminescence, uHTS. 200,000 tested, under 10 active. purified TNAP, CDP-star luminescence, 1 M DEA, 30 min; stronger effect = higher value; 0 = EDTA background, 1 = DMSO-only activity. activation factor at 20 µM. Alkaline phosphatase, tissue-nonspecific isozyme (Homo sapiens), P05186;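 active = activation factor at least 2 at 20 µM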
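system = human TNAP | amount = enzyme diluted 1/800 final | reagent = 100 µM CDP-star substrate | signal = luminescent substrate turnover signal | dosing = one dose, 20 µM | benchmarks = EDTA negative control, DMSO positive control | measure = activation factor | timing = 30 min reaction, room temperature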
bIAP activator = bovine intestinal alkaline phosphatase activators, primary screen, biochemical, bovine IAP, CDP-star luminescence | alkaline phosphatase, intestinal [Bos taurus] | purified bovine IAP, 30 min; stronger effect = higher value; fold of DMSO-control signal, blank-subtracted | activation factor at 20 µM | 200,000 tested, 0.17% active | AID 1016, 2008;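 active = activation factor of 2 or more at 20 µM, a signal rise over negative controls twice the positive control's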
FLuc inhib CS = firefly luciferase enzyme inhibitors, primary screen, artefact control for luciferase-based inhibitor screens, biochemical, luminescence, ATPLite; Luciferin 4-monooxygenase (Photinus pyralis), P08659; 10 min; inhibition, % at 10 µM; 200,000 tested, 1.5% active;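 active = inhibition above about 50% when tested at 10 µM, limit read from the data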
bIAP inh = bovine intestinal alkaline phosphatase inhibitors, primary screen, selectivity assay for TNAP inhibitor project, biochemical, bovine IAP, CDP-star luminescence. 190,000 tested, under 10 active. alkaline phosphatase, intestinal [Bos taurus]. inhibition, % at 20 µM. purified bovine IAP, 30 min. AID 1019, 2008;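 active = over 50% inhibition of intestinal alkaline phosphatase at 20 µM in the single-dose screen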
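System: purified bovine intestinal alkaline phosphatase (IAP) enzyme; Input: IAP diluted 1/65,000,000 in the well; Measured by: CDP-star luminescence signal; Compound dosing: 20 µM single dose; Incubation: 30 min reaction at room temperature.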
An asterisk follows results filed as active; nt = no result given. An unsorted share of the library; about 13% have a hit in one of these screens.

SMILES	TNAP inh no acc	FLuc stim CS	APP 5UTR inh	Lmaj promast	RAM network inh	TNAP inh hi DEA	TNAP act hi DEA	bIAP activator	FLuc inhib CS	bIAP inh
Cc1ccc2c(c1)NC(=O)C(CC(=O)N(C)Cc1ccccc1)O2 (stereo not given)	-13	1	3	-3	1.3	-9	1.1	0.9	-5	12
CC(=O)C1=C(C)NC(=O)NC1/C=C/c1ccccc1 (stereo not given)	-3	1	-10	1	-0.4	2	1	1.1	5	-6
O=C(O)c1cc(-c2c[nH]c3ccccc23)nc2ccc3ccccc3c12	-9	0.2	-11	-5	5.0	-3	1	1.4	80*	-37
CCCCC(CC)CNC(=O)c1cccs1 (stereo not given)	0	1	-17	9	-0.5	4	1	0.7	4	34
Cc1nc(NC2=NCN(Cc3ccc4c(c3)OCO4)CN2)nc2ccccc12	14	1.1	nt	nt	nt	-2	1	0.9	-8	7
COc1ccccc1C1C=C(c2ccccc2)Nc2nnnn21 (stereo not given)	-8	1	-70	23	1.4	-2	1	0.6	0	40
Cc1cccc(C)c1NC(=S)NC1CCCCC1	-6	1	16	10	1.8	3	1	0.9	-2	9
Cc1cc([N+](=O)[O-])ccc1N=Nc1c(N)[nH]n(-c2ccccc2)c1=O	3	1	-19	-5	8.6*	12	0.9	0.8	-3	16
CCC(=O)N1CCc2cc(S(=O)(=O)N(CC)c3cccc(C)c3)ccc21	-10	1	7	2	4.6	-3	1	0.8	-4	16
Cc1ccc(Cl)cc1N1CCN(C(=O)CN(C2CCCCC2)S(C)(=O)=O)CC1	-4	1.1	-21	8	0.0	0	1	0.6	-6	42
Cc1cc(=O)[nH]c(SCCCOc2ccccc2Cl)n1	-20	1	5	-6	1.6	-4	1	0.9	0	11
CCCN(CCC)C(=O)C1CCN(c2cc(C)nc3c(-c4ccc(OC)c(OC)c4)c(C)nn23)CC1	-4	1.1	-10	3	-0.5	-5	1.1	1.1	-5	-5
N#Cc1c(N2CCOCC2)nc(N2CCCCC2)c2c1CCN(C1CCCCC1)C2	-1	1.1	13	23	0.1	-3	1	1.1	-7	-9
CCOC(=O)N1CCC(=NNc2ncc(C(F)(F)F)cc2Cl)CC1	0	1.1	-30	-13	1.9	-5	1	1.1	-6	-14
O=C(Nc1ccc(C(=O)NC2CCCCC2)cc1)c1cncc(Br)c1	-9	1.1	-5	-5	4.2	-6	1.1	1	-7	-3
CC1CN(C(=O)c2ccc(CNS(=O)(=O)c3cccc(C(F)(F)F)c3)cc2)CC(C)O1 (stereo not given)	-8	1.1	9	1	1.3	-7	1.1	0.9	-8	7
O=C(CNC(=O)c1ccccc1F)NCCOc1ccccc1Cl	-6	1	-26	-6	1.1	3	1	1.2	-3	-15
CC(C)C1C2=C(CC(C)(C)CC2=O)ON1c1ccccc1 (stereo not given)	-8	1.1	16	3	-0.3	-2	1	0.9	-5	7
COc1ccc(NC(C#N)c2ccccc2OCc2ccccc2)cc1 (stereo not given)	-8	1	-7	9	-0.5	0	1	0.8	1	17
COc1ccc(C(=O)CC(c2ccccc2)C2CCCCC2=O)cc1 (stereo not given)	-5	1	7	6	3.9	0	1	0.9	-4	14
Cc1nnc(SC(C(=O)Nc2cc(Cl)cc(Cl)c2)c2ccccc2)[nH]c1=O (stereo not given)	-9	1	15	-11	-0.1	2	1	1.1	-4	-6
CC(C)CCNC(=O)C(c1ccncc1)N(C(=O)Cn1nnc(-c2ccc(F)cc2)n1)c1ccccc1F (stereo not given)	-15	1.1	9	9	3.6	-8	1.1	1.2	-9	-19
COc1ccc(OC)c2c1CCC2=O	-6	1	8	-4	0.0	3	1	0.9	-1	15
CNc1nc(-c2ccccn2)nnc1-c1ccccc1	3	1	11	99*	1.4	-4	1	0.9	-2	6
Cc1ccc(NC(=O)c2cc3ccccc3oc2=O)cc1S(=O)(=O)N(C)C	-4	0.1	47*	-7	3.1	-2	1	1	87*	2
CCc1c(C)nc(SCC(=O)N2C(C)CCCC2C)[nH]c1=O (stereo not given)	-5	1.1	-7	-2	1.3	-5	1.1	1.1	-10	-11
O=C1CN2NC(=S)N(c3ccc(Cl)cc3)C2=CN1c1ccc(Cl)cc1	-5	1.1	-58	-8	4.7	-1	1	1.1	-7	-6
Cc1cc(C(F)(F)F)nn1-c1nc(-c2ccco2)cc(C(F)(F)F)n1	-10	1	11	3	4.8	-5	1	0.9	-4	5
CC(NC(=O)Cn1cccc1C(=O)c1ccccc1)c1ccc2c(c1)OCCO2 (stereo not given)	-12	1.1	4	89*	0.2	-2	1	1.1	-5	-7
Cc1ccccc1-c1nnc2s/c(=C\c3ccc(N(C)C)cc3)c(=O)n12	4	1	nt	nt	nt	2	1	0.8	-4	25
COC(=O)c1c(C(=O)OC)c(-c2ccccc2)n2c1CCC2	-7	1	-8	-5	2.5	-1	1	1.1	-5	-6
CCOC(=O)C(C)N1C(=O)S/C(=C/c2cc(C)n(-c3ccccn3)c2C)C1=O (stereo not given)	5	0.8	-140	6	0.2	1	1	1	15	-4

APP 5UTR inh: what is marked active above
smiles	TNAP inh no acc	FLuc stim CS	APP 5UTR inh	RAM network inh	TNAP inh hi DEA	TNAP act hi DEA	bIAP activator	FLuc inhib CS	bIAP inh
Cc1ccc(NC(=O)c2cc3ccccc3oc2=O)cc1S(=O)(=O)N(C)C	-4	0.1	47*	3.1	-2	1	1	87*	2

More entries follow.
SMILES	TNAP inh no acc	FLuc stim CS	APP 5UTR inh	Lmaj promast	RAM network inh	TNAP inh hi DEA	TNAP act hi DEA	bIAP activator	FLuc inhib CS	bIAP inh
CCn1c(C)cs/c1=N\C(=S)Nc1ccccc1C	5	1	nt	22	0.8	-1	1	1	-4	2
CCC(C)NS(=O)(=O)c1ccc(NS(C)(=O)=O)cc1 (stereo not given)	-8	1	-1	-1	0.6	2	1	1	-4	3
Cc1c(NC(C)c2ccccc2O)c(=O)n(-c2ccccc2)n1C (stereo not given)	-4	1	-4	-1	-0.2	0	1	1	-2	-2
O=C(CN1C(=O)c2cccc3cccc1c23)Nc1ccccc1	-15	1	10	-9	-0.8	-5	1.1	1.2	-1	-17
COc1ccc(C(=O)NC(=S)NCCO)cc1Br	-9	1	-5	3	1.4	-1	1	0.9	1	10
CSc1n[nH]c(NC(C)=O)n1	50*	1	-22	3	0.1	4	1	1	-1	4
Cc1c(Cl)c([N+](=O)[O-])nn1CCCC(=O)NC1CCCCC1	-13	1.1	-22	1	0.2	-5	1.1	0.9	-8	6
COc1cc(NC(=O)Nc2ccccc2)c(OC)cc1NC(=O)CN1CCCCC1	-2	1	18	44	-0.9	0	1	1.1	-2	-8
O=[N+]([O-])c1ccc(CSc2nnc(Cc3ccccc3)n2-c2ccc(F)cc2)cc1	-5	1	5	21	2.1	0	1	1	-2	3
CC(C)c1nnc(NC(=O)c2cccc(-n3cnnn3)c2)s1	-7	1	-11	1	0.6	-1	1	0.9	-3	10
CC(C)(C)C1(C)OC(C(=O)NC2CCCCC2)C(C(=O)NC2CCCCC2)O1 (stereo not given)	-8	1	-6	8	-0.1	-1	1	1.1	-3	-12
CC(C)OCC1CC(CC(=O)Nc2ccc([N+](=O)[O-])cc2)C(=O)O1 (stereo not given)	-4	1.1	0	-3	2.4	-4	1	1.1	-9	-8
COc1ccc(-c2c(C(C)=O)c(C)n(C)c2C)cc1	4	1	-8	6	-0.8	-5	1	0.8	-4	20
CCS(=O)CCSC(=N)N (stereo not given)	14	1.1	16	-5	1.9	-1	1	0.8	-5	20
COc1ccc(-n2cnnc2SCC(=O)N2CCN(c3ccccc3)CC2)cc1	-10	1	-7	1	4.5	-6	1.1	1.1	-4	-14
C=CCN1C(=O)CC(C(=O)NC)SC1=Nc1ccc(C(=O)OCC)cc1 (stereo not given)	-15	1.1	-28	-6	1.2	-7	1.1	1	-5	4
N#Cc1ccccc1Sc1ccccc1C(=O)OCC(N)=O	-11	1	-12	-7	5.2	-5	1	0.9	-4	10
COc1ccc(-n2nnnc2SCC(=O)Nc2nnc(C)s2)cc1	-15	1	-3	-28	2.0	1	1	0.9	-3	8
Cc1cccc(OCc2nnc(SCC(=O)NCCc3ccccc3)o2)c1	-13	1	20	-5	3.5	-9	1.1	1	-3	0
CCCc1nc2oc3c(NCc4ccccn4)ncnc3c2c2c1COC(C)(C)C2	-5	1	-10	3	1.4	2	1	1.1	0	-8
COc1ccc(C(=O)NCCc2cc3ccc(C)c(C)c3[nH]c2=O)cc1OC	-7	1	31	1	2.6	0	1	1.2	-3	-15
N#CCSc1nc2ccc(N3CCOCC3)cc2c(=O)n1CCc1ccccc1	-21	1.1	10	1	3.4	-3	1	0.9	-5	8
O=C(CCC(=O)Nc1cccc(Cl)c1)N/N=C/c1cc([N+](=O)[O-])ccc1O	80*	1	-5	32	2.4	10	0.9	1	-1	-2
COC(CNC(=O)c1cccnc1)OC	-6	1	-9	-2	0.4	-5	1.1	1	-4	-3
O=C(/C=C/c1cc2c(cc1Br)OCO2)NCc1ccc(Cl)cc1	-11	1.1	-13	-11	6.3	-2	1	0.9	-9	8
CCN1C(=O)/C(=C/c2ccc(C)s2)SC1=Nc1ccc(OC)cc1	-2	1	-10	7	9.1*	2	1	0.9	-2	6
COc1ccc(NC(=O)CN(C)CC(=O)Nc2ccccc2SC)cc1	-12	1	7	-1	1.3	-2	1	0.4	-1	nt
O=C1CCCN1c1ccc(S(=O)(=O)N2CCCCC2)cc1[N+](=O)[O-]	-7	1	4	-3	0.4	-5	1	1	-1	4
O=S(=O)(Nc1nc2ccccc2[nH]1)c1ccc(Cl)cc1	3	1.1	-8	57*	0.5	-6	1.1	1	-11	4
COc1ccc(C(c2sc3nc(C)nn3c2O)N2CCN(Cc3ccccc3)CC2)cc1OC (stereo not given)	-6	1	7	-9	0.9	2	1	1.1	-4	-11
CC(C)[C@@H](C(=O)N1CCNCC1)n1cc(CCO)nn1	-11	1.1	-7	-3	-0.8	-3	1	1.1	-8	-7
